# miR-122 sensor – miR-122 Renilla sensor signal increase in Huh7, primary screen, miR-122 inhibitor project, cell-based, single point, plate reader | Huh7 miR-122 Renilla luciferase sensor, 48 h; neutral wells = 0, positive control = 100 | 340,000 tested, 0.3% active | activation (reporter increase), % at 12.5 µM | AID 602342, 2012;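 active = mean replicate activation score at least 90 and every replicate individually at or above 90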;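 also: higher luciferase means less miR-122 activity so hits act as miR-122 inhibitors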
# Active calls of the source: *.
SMILES,miR-122 sensor
CCOc1cc(C(=O)NCCOC)ccc1OC,2.5
O=[N+]([O-])c1cc(/C=N/O)ccc1Sc1ccccc1,-15.8
CN1C(=O)CC(N2CCN(c3ccc(Cl)c(Cl)c3)CC2)C1=O (configuration not stated),5.6
O=C(NC1(C(F)(F)F)C(=O)Nc2c1c(=O)[nH]c(=O)n2Cc1ccco1)C1CCCCC1 (configuration not stated),-2.8
O=C(Nc1ccccc1C(=O)NCCCn1ccnc1)c1ccc(Cl)cc1Cl,-3.6
Cc1cc(OC(C)C)nc(NCc2ccccc2)n1,36.0
COC(=O)C1=C(C)N(Cc2ccco2)C(=O)C1,4.5
CCS(=O)(=O)N1CCCC(C(=O)NCCCOC(C)C)C1 (configuration not stated),0.4
CCCC12CN3CC(CCC)(CN(C1)C3C(O)C(O)C(O)CO)C2=O (configuration not stated),-1.6
Cc1cc(N2CCN(C)CC2)nc(N2CCOCC2)n1,2.4
Cc1sc2ncnc(N(C)Cc3ccco3)c2c1C,-8.4
CCN(c1ccccc1)S(=O)(=O)c1ccc(NC(=O)c2nc(S(C)(=O)=O)ncc2Cl)cc1,19.9
COc1ccc(OC)c(/C=C2\Oc3cc(OCC(=O)N4CCC[C@H]4C(=O)O)ccc3C2=O)c1,-2.0
COc1ccc(C)cc1S(=O)(=O)N(CC(=O)O)c1ccc(F)cc1,1.0
CCn1c(NCCc2ccc(OC)c(OC)c2)nc2c1c(=O)n(C)c(=O)n2C,-12.8
c1ccc(Cn2nnnc2CN2CCN(Cc3ccc4c(c3)OCO4)CC2)cc1,-3.4
CCc1c(O)nc(SCC(=O)N2CCOCC2)n(-c2ccccc2)c1=O,0.3
COc1ccc(NC(C#N)c2ccc(OC)cc2)cc1 (configuration not stated),-6.1
CCCCCNCc1cccn1C,-1.6
Cc1nc(NCCc2ccccc2F)c(C#N)c(C)c1[N+](=O)[O-],2.4
CCOc1cc(C2C(C(=O)c3ccc(C)cc3)=C(C(=O)OC)Nc3nnnn32)ccc1O (configuration not stated),-3.6
CCCOc1ccc(N2C(=O)CC(N3CCCC(C(=O)N4CCCC4)C3)C2=O)cc1 (configuration not stated),1.4
COc1ccc2c(c1)Sc1ccccc1N2CCN(C)C,-0.4
C#CC[N+]1(CC#Cc2ccc(C#CC[N+]3(CC#C)CCOCC3)cc2)CCOCC1,-5.9
COC(=O)C1=C(C)Nc2nnnn2C1c1cccnc1 (configuration not stated),2.1
SMILES,miR-122 sensor
O=C(N/N=C/C=C/c1ccco1)c1cccnc1,-8.4
O=C(NCC(c1cccnc1)N1CCN(c2ccc(F)cc2)CC1)c1ccccc1 (configuration not stated),-1.5
CC1CC(C)CN(C(=O)COC(=O)c2cc3ccccc3cc2O)C1 (configuration not stated),-1.6
CCCC1=NN2C(=N)/C(=C\c3ccc(SCc4ccco4)o3)C(=O)N=C2S1,-1.8
COc1cc2c(cc1OC)C(c1cccs1)N(C(=O)C(C)C)CC2 (configuration not stated),-3.2
Fc1ccc(NC(=S)Nc2ccc(F)c(Cl)c2)cc1Cl,10.5
Cc1ccc(NC(=O)C2COc3ccccc3O2)cc1C (configuration not stated),-1.8
Cc1ccc(Cl)cc1N1CCN(C2CCCCC2NS(=O)(=O)c2ccccc2)CC1 (configuration not stated),12.0
CCN1C(=O)C(CC(=O)Nc2ccc(Br)cc2)N(CCCc2ccccc2)C1=S (configuration not stated),22.9
O=C(OCC(=O)N1N=C(c2ccc(Cl)cc2)CC1c1ccco1)c1ccccc1O (configuration not stated),5.9
CC/C(=N\O)C(C)(C)/[N+]([O-])=C/c1ccc(Br)cc1,6.0
O=C(NCc1ccco1)c1cccc2c1C(=O)c1ccc(N3CCC(Cc4ccccc4)CC3)cc1S2(=O)=O,-6.8
Cc1[nH]c2c(Cl)cccc2c(=O)c1CN1CCCC1,9.0
Cc1ccccc1NS(=O)(=O)c1ccc(NC(=O)CSCc2ccc(Br)cc2)cc1,-4.4
O=C(Nc1ccc(Cl)c(Cl)c1)Nc1cc(C(=O)N2CCOCC2)ccc1N1CCCCC1,0.4
Cc1cc(C)n(-c2nc(SCC(=O)Nc3nccs3)c3c4c(sc3n2)COC(C)(C)C4)n1,4.3
Cc1ccc(C(=O)N2CCN(C)CC2)cc1S(=O)(=O)N1CCCCC1,-3.4
O=C(c1ccc(F)cc1)N1CCC(O)(c2cccnc2)CC1,-2.4
CCCC(=O)Nc1ccc(Sc2ccc([N+](=O)[O-])cc2)cc1,-13.4
OCCNc1nc(Nc2ccccc2)nc2ccccc12,-1.2
Cn1nc(C(=O)N2CCN(c3ccc([N+](=O)[O-])cc3)CC2)c2c1-c1ccccc1S(=O)(=O)C2,-1.4
Cc1cc(C)c(S(=O)(=O)NCC2CCC(C(=O)NCCCN3CCOCC3)CC2)c(C)c1 (configuration not stated),-4.4
O=C1CN(C(=O)c2cc(Br)c(Br)s2)c2ccccc2N1,5.6
CCC(=O)c1ccc(N2CCCC2)c(F)c1,-2.8
COc1ccccc1/C=C/C=N/N1CCN(Cc2cccc3ccccc23)CC1,-3.6
SMILES,miR-122 sensor
CC(C)CN(C(=O)COC(=O)c1ccc2c(c1)NC(=O)CS2)C1CCS(=O)(=O)C1 (configuration not stated),-3.3
Cc1ccccc1NC(=O)OCc1cn(-c2ccc(Cl)cc2)nn1,-3.2
O=C(CSc1nnc(Nc2ccccc2)s1)Nc1ccc(S(=O)(=O)N2CCOCC2)cc1,-1.3
COCCCN1C(=O)C(=O)/C(=C(/O)c2ccc3c(c2)OCCO3)C1c1ccc(C(=O)OC)cc1 (configuration not stated),-2.1
COC(=O)c1cc(Br)c(=O)n(Cc2ccco2)c1,-4.5
Cc1cccc(C)c1NC(=O)Nc1cccs1,-5.4
C=CCSC(=C(C#N)C#N)c1cc2c([nH]1)CCCC2,33.9
CC1CCN(C(=O)CCc2ccc(S(=O)(=O)NC(C)C)cc2)CC1,-5.1
CCN(CC)C(=O)c1cc2cc([N+](=O)[O-])ccc2s1,-11.2
N#C/C(=C\c1cc([N+](=O)[O-])c(N2CCOCC2)cc1N1CCOCC1)c1nc2ccccc2[nH]1,-11.6
C/C(=N/OC(=O)c1ccc(F)cc1)c1ccc(C)cc1,-2.3
CCN1CCCC1CNC(=O)c1cc(NC(C)=O)c(N(C)C)cc1OC (configuration not stated),-1.3
COc1cc(C2C(C#N)=C(N)N(c3sc4c(c3C#N)CCCC4)C3=C2C(=O)CC(C)(C)C3)cc(OC)c1OC (configuration not stated),3.9
CCC(CC)C(=O)Nc1cc(NC(=O)C(CC)CC)cc(C(=O)O)c1,-4.6
CCN1C(=O)CS/C1=N\c1nccs1,-4.5
CCCCn1ccnc1C(=O)c1ccc(S(=O)(=O)N(CCOC)CCOC)cc1,6.1
C=CCNC(=O)C(C#N)c1nc2ccccc2nc1N1CCCCCC1 (configuration not stated),7.3
COc1ccc2c(Cl)c(-c3nnc(SCC(=O)c4ccccc4)n3C)sc2c1,0.4
Cc1cn([C@@H](CCCCNC(=O)OC(C)(C)C)C(=O)NCCCCCCCCCCC(=O)N2CCN(C(=O)OC(C)(C)C)CC2)nn1,-5.3
Cc1cc(C(=O)OCC(=O)c2ccc3c(c2)OCCO3)c(C)o1,-3.0
CC1=C(C)/C(=N\OC(=O)/C=C/c2ccccc2)C=CC1=O,-9.3
CC1=C(C(=O)Nc2ccc(C)cc2)C(c2ccc(C)o2)C2=C(CC(C)(C)CC2=O)N1 (configuration not stated),1.6
O=c1nc(NCc2ccco2)sc2ncccc12,0.5
CC(C)Oc1cccc(C(=O)NC(=S)N2CCN(c3ccc(C(F)(F)F)cc3[N+](=O)[O-])CC2)c1,-6.1
COc1ccc(C(=O)N2CCCc3ccccc32)cc1,-6.0

# Fetched by compound from the list above:
SMILES,miR-122 sensor
CC1=C(C(=O)Nc2ccc(C)cc2)C(c2ccc(C)o2)C2=C(CC(C)(C)CC2=O)N1 (configuration not stated),1.6
O=C(CSc1nnc(Nc2ccccc2)s1)Nc1ccc(S(=O)(=O)N2CCOCC2)cc1,-1.3
CC(C)CN(C(=O)COC(=O)c1ccc2c(c1)NC(=O)CS2)C1CCS(=O)(=O)C1 (configuration not stated),-3.3
C=CCSC(=C(C#N)C#N)c1cc2c([nH]1)CCCC2,33.9
CCC(CC)C(=O)Nc1cc(NC(=O)C(CC)CC)cc(C(=O)O)c1,-4.6

# Next part:
SMILES,miR-122 sensor
CC1(C)CC2(CCO1)N1CC3(C)CN2CC(C)(C1)C3=O (configuration not stated),-6.9
CCCCc1n[nH]c2c1/C(=N/O)CC(c1ccccc1)C2 (configuration not stated),24.5
CC(C)N(Cc1nc(-c2ccc(Cl)cc2)no1)C(=O)C12CC3CC(CC(C3)C1)C2,-7.6
Cc1ccccc1-c1nnc(SCCOc2ccc3c(C)cc(=O)oc3c2)o1,-6.0
CCOc1ccc(-c2cc(C(=O)N3CCCC3)c3ccccc3n2)cc1,4.5
c1ccc(-c2noc(CN3CCN(C(c4ccccc4)c4ccccc4)CC3)n2)cc1,0.7
Cn1cc(C(=O)c2ccc(Cl)cc2Cl)cc1C(=O)N/N=C(\N)COc1ccc(F)cc1,-6.4
Cn1c(=O)c2c(nc(CN3CCc4ccccc4C3)n2Cc2ccccc2)n(C)c1=O,9.9
CC(=O)Nc1ccc(S(=O)(=O)Nc2nc(CN3CCOCC3)nc3sc4c(c23)CCCC4)cc1,-3.4
CCn1cc(C(=O)N[C@H](C)c2ccccc2)c(=O)c2cc(F)c(N3CCN(C)CC3)cc21,0.6
CCN(CC)CCNC(=O)c1ccc(Cl)c(S(=O)(=O)Nc2ccccc2OC)c1,5.9
CCCc1nnc(NC(=O)CC(=O)OCC)s1,-3.0
CC(=NCC1CCNCC1)C1=C(O)CC(C)(C)CC1=O,39.9
Clc1ccc(-c2nnc3sc(-c4ccc(Br)o4)nn23)cc1,1.2
CCN(CC)c1nc2n(c(=S)n1)CCS2,-10.6
COc1ccc(Nc2nc(N)nc(CSc3nnc(C)s3)n2)cc1,8.1
CCCCOC(=O)CNc1nnc(SCC(=O)OCC)[nH]c1=O,0.5
O=C(Oc1ccccc1)N1CCN(c2ccc(F)cc2)CC1,-9.1
Cc1ccc(C(=O)Cn2c(NCCO)nc3ccccc32)cc1,-7.5
Cc1[nH]c(=O)[nH]c(=O)c1S(=O)(=O)N1CCCC(C(=O)N2CCN(c3ccccc3Cl)CC2)C1 (configuration not stated),-10.2
O=C(CSc1nc(N2CCCCC2)nc(N2CCCCC2)n1)Nc1nccs1,-9.9
Cc1cccc(-c2c3c(=O)n(C)c(=O)n(C)c3cn2CCO)c1,-2.3
COC(=O)c1ccc(CSc2n[nH]c(=S)s2)o1,4.4
Cc1cc2c(C)nc(Cc3ccccc3)nc2o1,-2.2
CCN(CC)CCN1C(=O)C(O)=C(C(C)=O)C1c1ccc(OC)c(OC)c1 (configuration not stated),-0.5
SMILES,miR-122 sensor
CCNC(=O)C1CCCN(Cc2ccc(C)c3ccccc23)CC1 (configuration not stated),-1.8
CCOc1c(Br)cc(CNc2ncn[nH]2)cc1OC,1.6
O=C(c1cccs1)N1CCn2c1nc1ccccc12,-3.4
Cc1cccc(C(=O)OCc2cnc(Cl)s2)c1,-4.2
O=C(NCCCc1ccccc1)c1ccccc1,-3.2
COc1ccc2c(c1OC)C(=O)OC2CC(=O)O (configuration not stated),1.8
COc1cc(/C=N\NC(=O)C2C(=O)NCC2c2ccccc2)cc(OC)c1O (configuration not stated),-5.9
COCCNC(=O)C1(C)CCCN(Cc2ccc(Cl)c(Cl)c2)C1 (configuration not stated),-1.6
O=C(c1cccs1)N1CCN(C(=O)c2ccco2)c2ccccc2C1,34.6
CCc1nnc(NC(=O)CCC(=O)N2CCN(Cc3cc(F)ccc3OC)CC2)s1,-0.7
COc1ccc(CNC(=O)CN2C(=O)C(C)N(c3ccc(C)cc3)C2=O)cc1 (configuration not stated),-1.6
CCCn1c(SCC(=O)c2cc(OC)ccc2OC)nnc1C(C)C,5.4
CN(C)/C=C/C(=O)c1ccc(N2CCN(c3ncc(C(F)(F)F)cc3Cl)CC2)cc1,5.7
CCCC(=O)Nc1cccc(-c2cn3ccsc3n2)c1,20.5
O=C(NCc1ccco1)C(c1ccncc1)N(CCC1=CCCCC1)C(=O)Cn1nnc2ccccc21 (configuration not stated),-1.4
Cc1cc(C)c(C#N)c(N2CCSCC2)n1,-1.3
O=C(Nc1nsc(-c2ccccc2)n1)c1ccncc1,3.3
CCC(C)(C)n1nnnc1CN(Cc1ccco1)Cc1cc2cc3c(cc2[nH]c1=O)OCO3,-5.6
N#CC(c1cccc(Cl)c1)c1ccc2c(C(F)(F)F)cc(C(F)(F)F)nc2n1 (configuration not stated),-10.9
O=C(COC(=O)Cn1cnc2ccccc21)NCCc1ccccc1,3.4
CCN(CC)c1ccc(NC(=O)CN2CCN(CC(=O)Nc3ccc(F)cc3)CC2)cc1,-4.3
C=CCn1c(SCC(=O)Nc2ccccc2C)nc2sc(C)c(C)c2c1=O,2.9
N#Cc1cccc(Cn2nnc(-c3ccccc3)n2)c1,0.7
CC1(C)C2CCC1(C)C(OC(=O)CSc1nc(N)cc(=O)[nH]1)C2 (configuration not stated),-4.4
CCN(CCO)C(=O)C12CCC(C)(C(=O)C1)C2(C)C (configuration not stated),-4.1
COc1ccc(NS(=O)(=O)c2cccs2)c(OC)c1,-0.5
COc1cccc(NC(=O)CSCC(=O)Nc2ccccc2)c1,6.8
Cc1cc(C)c2c(=O)n(CC(=O)NCCCN3CCOCC3)sc2n1,-1.0
O=C(CSc1nnc(-c2ccc(F)cc2)o1)Nc1ccc(S(=O)(=O)N2CCCC2)cc1,7.2

# Some of these compounds in order of heavy-atom count, falling.
SMILES,miR-122 sensor
COc1ccc(OC)c(/C=C2\Oc3cc(OCC(=O)N4CCC[C@H]4C(=O)O)ccc3C2=O)c1,-2.0
C=CCn1c(SCC(=O)Nc2ccccc2C)nc2sc(C)c(C)c2c1=O,2.9
CN1C(=O)CC(N2CCN(c3ccc(Cl)c(Cl)c3)CC2)C1=O (configuration not stated),5.6
COc1ccc2c(c1)Sc1ccccc1N2CCN(C)C,-0.4
CCCC(=O)Nc1cccc(-c2cn3ccsc3n2)c1,20.5
O=[N+]([O-])c1cc(/C=N/O)ccc1Sc1ccccc1,-15.8
Cc1cccc(C)c1NC(=O)Nc1cccs1,-5.4

# Only part of the results is shown (hit frequency here may not be typical).
